Screens as filed in PubChem.
KB-V1 MDR tox – kills drug-selected multidrug resistant KB-V1 cells | KB-V1 MDR cells viability, CellTiter-Glo, 72 h | Potency, µM (top dose mostly 46.1 µM), without a hit: at the highest dose activity change, negative = cytotoxicity, most hits filed as cytotoxic | hit rate 3.4% among 400,000 | AID 1347076; further: potency means the concentration at half of the fitted maximal effect; on the % scale 0 is the no-effect control and ±100 the full control effect; nearly all actives have a fitted effect of over 60% in size
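Cells of the MDR subline KB-V1 are plated, dosed with compound at multiple concentrations, and incubated 72 h at 37 degrees C; CellTiter-Glo is then added and luminescence read after 10 min.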
KB-3-1 tox – kills parental KB-3-1 adenocarcinoma cells; hit rate 1.4% among 400,000; Potency, µM (titrated, usually from 46.1 µM), without a hit: top-dose activity change, negative = cytotoxic, usual class: cytotoxic; KB-3-1 viability, CellTiter-Glo ATP luminescence, 72 h; further: potency means the concentration at half of the fitted maximal effect; on the % scale 0 is the no-effect control and ±100 the full control effect; nearly all actives have a fitted effect of over 60% in size
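Luminescent ATP read-out (CellTiter-Glo) measures survival of drug-naive KB-3-1 cells after 72 h compound exposure at 37 °C. Titration series was screened from lowest to highest concentration, with DMSO vehicle plates as background controls.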
HT1080-NT tox – kills 2HG-producing HT-1080-NT fibrosarcoma cells | HT-1080-NT fibrosarcoma viability, CellTiter-Glo ATP luminescence, 48 h | Potency, µM (top dose mostly 46.1 µM), for inactives: at the highest dose activity, negative = less viability, hits mostly cytotoxic | AID 686970 | hit rate 1.6% among 360,000;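 further: NT is the 2HG producing partner of a matched IDH1 knockdown line; potency means the concentration at half of the fitted maximal effect; 0% = DMSO-treated cells and -100% = media-only wells without cells; nearly all actives have a fitted effect of over 55% in size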
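HT-1080-NT fibrosarcoma cells (2HG-overproducing), 750 cells/well in RPMI with 5% FBS, dosed after 2 h and incubated 48 h at 37C. CellTiter-Glo luminescence normalized to DMSO and no-cell wells; concentration-response curves fitted and classed.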
DRD3 agonist – D3 dopamine receptor (human) agonism. max activation, %. D3R DiscoveRx beta-arrestin cells, luminescence, 90 min. hit rate 0.58% among 410,000; in the data active means max activation above about 30%; further: 0% is about no effect; mostly tested at two doses, the higher about 12 µM
Target sequence (P35462 whole entry, looked up): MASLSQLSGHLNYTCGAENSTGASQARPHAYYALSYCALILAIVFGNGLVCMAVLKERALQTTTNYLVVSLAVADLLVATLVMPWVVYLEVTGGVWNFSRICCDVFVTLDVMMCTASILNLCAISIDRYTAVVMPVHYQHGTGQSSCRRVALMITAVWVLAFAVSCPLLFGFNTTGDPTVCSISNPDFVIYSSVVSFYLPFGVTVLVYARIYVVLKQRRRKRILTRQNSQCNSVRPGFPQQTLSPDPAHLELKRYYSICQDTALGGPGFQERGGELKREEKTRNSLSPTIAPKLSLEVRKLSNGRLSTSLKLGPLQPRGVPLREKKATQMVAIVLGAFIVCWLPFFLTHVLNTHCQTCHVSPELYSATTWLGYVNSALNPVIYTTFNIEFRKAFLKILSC
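Cells at 1500/well, incubated overnight, then treated with pinned compounds (dopamine as control) for 90 min at 37 degrees C. DiscoveRx reagent added for 30 - 60 minutes at room temperature; luminescence read.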
D3 antag – blocks the human D3 dopamine receptor; max response, negative = inhibition, %; P35462; D3R cells, DiscoveRx beta-arrestin luminescence, antagonist mode; hits give low values; hit rate 2.5% among 360,000; in the data active means max response below about -50%; inconclusive means no clear call, values can overlap the other calls; further: on the % scale 0 is the no-effect control and ±100 the full control effect; mostly tested at two doses, the higher about 12 µM
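Cells expressing the human receptor were seeded at 1500 cells/well, incubated overnight at 37 degrees C in 5% CO2, then exposed to library compounds with dopamine controls for 90 minutes at 37 degrees C before luminescent detection.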
SW480 rerep – inducers of DNA re-replication in SW480 colon cancer cells; SW480 DNA re-replication, Hoechst DNA content imaging, 48 h; Potency, µM (top dose mostly 46.1 µM), inactives show at the highest dose re-replication activation, usual class: activators; hit rate 1.8% among 340,000; further: potency means the concentration at half of the fitted maximal effect; % of control where 0% means no effect; nearly all actives have a fitted effect of over 55% in size
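Hoechst fluorescence of nuclei (405 nm excitation, 500-530 nm emission) measured by plate-scanning imager after 48 hr compound exposure at 37 C; re-replication scored as increased number of nuclei with elevated intensity.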
GLP-1R agonist – activates the human GLP-1 receptor | HEK293 GLP-1R CRE-luciferase, luminescence, 4-6 h; cells express a hypersensitive GLP-1R form | Potency, µM (doses to about 45.6 µM), without a hit: at the highest dose activation, usual class: activators | hit rate 0.007% among 380,000 | AID 624172; further: potency means the concentration at half of the fitted maximal effect; % of control where 0% means no effect
Target sequence (P43220 whole entry, looked up): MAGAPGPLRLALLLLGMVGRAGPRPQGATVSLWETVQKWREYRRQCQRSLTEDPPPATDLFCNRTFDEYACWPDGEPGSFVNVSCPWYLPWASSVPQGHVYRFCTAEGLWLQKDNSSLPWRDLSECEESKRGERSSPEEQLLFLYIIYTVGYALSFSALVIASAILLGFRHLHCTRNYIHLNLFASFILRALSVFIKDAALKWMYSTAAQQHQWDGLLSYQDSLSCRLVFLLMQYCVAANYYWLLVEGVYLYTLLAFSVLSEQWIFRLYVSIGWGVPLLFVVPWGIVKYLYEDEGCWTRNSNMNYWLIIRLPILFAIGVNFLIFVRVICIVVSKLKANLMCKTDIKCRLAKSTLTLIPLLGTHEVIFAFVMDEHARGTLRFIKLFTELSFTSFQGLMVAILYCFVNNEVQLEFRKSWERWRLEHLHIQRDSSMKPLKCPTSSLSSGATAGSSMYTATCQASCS
HT1080 IDH1KD tx – kills HT-1080 cells with IDH1 knockdown; HT-1080 IDH1 knockdown viability, ATP luminescence, 48 h; Potency, µM (top dose mostly 46.1 µM), without a hit: top-dose activity, negative = toxicity, usual class: cytotoxic; hit rate 2% among 360,000; AID 686971;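 further: potency means the concentration at half of the fitted maximal effect; 0% = DMSO wells and -100% = cell-free medium wells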
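Knockdown cells (IDH1KD HT-1080) received compounds 2 h after plating at 750 cells/well and were kept 48 h at 37 °C in 5% FBS RPMI. A CellTiter-Glo luminescence read gave % activity for curve fitting.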
IL1B secr inh – inhibitors of inflammasome signaling (IL-1 beta secretion); activity change, % at 57.5 µM; hit rate 4.7% among 360,000; THP-1 LPS/ATP IL-1B secretion, AlphaLISA, 16 h; hits give low values; in the data active means activity change below about -50%; inconclusive means mostly about -30% to -49%; further: on the % scale 0 is the no-effect control and ±100 the full control effect
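THP-1 cells pretreated 1 hr with compounds (up to 57.5 uM final), then stimulated with LPS (250 ng/mL final) plus ATP (1.25 mM final); secreted IL-1B measured by AlphaLISA after 16 hr, decreased signal indicating inhibition.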
Starred values were filed as active, the others as inactive; u = inconclusive; x = no result given; [ ] = remark or other dose. Unless noted, the call rests on the fitted dose curve; in most records, active means well fitted curve in the direction sought with a large enough effect; inconclusive means small, poorly fitted or top-dose-only effect, or another doubt; inactive means no such curve, though single readings can be large; an effect the other way counts as inactive or inconclusive. The order is random. Share with any hit: about 12%.

SMILES | KB-V1 MDR tox | KB-3-1 tox | HT1080-NT tox | DRD3 agonist | D3 antag | SW480 rerep | GLP-1R agonist | HT1080 IDH1KD tx | IL1B secr inh
Cc1ccc(S(=O)(=O)N2CC3=C(C2)C2CC2(C)C3)cc1 (configuration not stated) | u | -9.8% | -3.8% | 6.2 | 7.1 | x | 10.8% | -9.5% | 16.7
OCCNc1nc(-c2ccccc2)c2cc(Cl)ccc2n1 | u | 13.0% | u | 14.9 | 19.8 | u | u | u | -19.3
COc1cccc(CNC(=O)C(=O)NCC2CCCN2S(=O)(=O)c2cc(C)ccc2C)c1 (configuration not stated) | -24.4% | 1.2% | 8.3% | 7.9 | -5.8 | 5.4% | 1.7% | 1.2% | 0.7
COc1ccc(S(=O)(=O)N2CCC(C(=O)NN3CCCCC3)CC2)cc1OC | -9.6% | -4.3% | 2.7% | -9.2 | 5.6 | -12.9% | -3.3% | -0.9% | 15.2
CN(c1ccccc1C(=O)N1CCOCC1)S(C)(=O)=O | -8.0% | -6.1% | -4.4% | 0.4 | -0.2 | -9.6% | 3.0% | -3.4% | 8.0
COC(=O)c1ccc(NC(=O)C2CCCO2)cc1 (configuration not stated) | 3.4% | 16.5% | 20.9% | 0.1 | 8.2 | -22.4% | 0.6% | 20.9% | 8.8
CCN1CCN(C(=S)c2ccc([N+](=O)[O-])cc2)CC1 | -26.3% | -0.8% | -5.0% | -5.9 | -15.2 | -56.7%[inhibitor] | 10.3% | 0.2% | -1.6
C[C@@H]1CN([C@H](C)CO)C(=O)c2cc(Br)cnc2O[C@@H]1CN(C)Cc1ccc(F)cc1 | 0.0% | 8.5% | -14.1% | -6.4 | -13.6 | x | 13.5% | 5.0% | -27.9
CN(C)C(=O)N1CCN(C(=O)N2CCOCC2)CC1 | u | 23.3% | -0.1% | -1.1 | -9.4 | -7.8% | -1.0% | 0.0% | 19.4
Cc1ccccc1OCC(=O)Nc1ccc(N2CCN(C(=O)c3ccco3)CC2)cc1 | 7.31µM* | u | u | -18.2 | 36.1 | -2.2% | 6.7% | -8.5% | u
CCOC(=O)C1CCN(C(=O)/C=C/c2ccccc2OC)CC1 | -14.6% | 7.3% | 1.1% | -12.2 | 0.7 | -10.9% | 34.1% | -2.7% | -1.6
Cc1ccc(C)c(COC(=O)c2cccc(S(=O)(=O)N3CCCC3)c2)c1 | u | 8.5% | -4.8% | 6.1 | -0.2 | 22.2% | -1.9% | -10.1% | -16.3
O=C1CCCC2=C1C(c1ccncc1)c1c(nc(SCc3ccccc3)[nH]c1=O)N2 (configuration not stated) | u | -14.9% | 0.8% | 6.3 | -22.9 | -11.2% | -12.9% | 3.3% | -51.5*
Cc1ccc(/C=C(\CCC(=O)O)c2nc3ccccc3s2)cc1[N+](=O)[O-] | u | -22.3% | -21.2% | -8.2 | -0.6 | -10.9% | 8.4% | -15.6% | 18.2
CC(=O)Nc1ccc(N=NC2C(=O)N(C(N)=S)N=C2C)cc1 (configuration not stated) | u | 18.9% | 5.4% | -16.2 | -12.9 | 1.3% | 22.8% | 4.2% | 63.4
Oc1c(Br)cc(Cl)cc1C=Nc1ccccc1Br | u | -11.4% | -24.2% | -19.9 | -72.6* | -3.1% | 0.1% | u | -0.4
CCCCC1=CC2=CC(=O)C(C)(OC(=O)CC)C(=O)C2=CN1c1cccc(C#N)c1 (configuration not stated) | -26.2% | -6.0% | -4.4% | 32.4* | -13.2 | 2.8% | -0.4% | -6.0% | 62.6
CCN(C(=O)CSc1ncn[nH]1)c1cccc2ccccc12 | 13.1% | 12.4% | 11.0% | 1.0 | -4.4 | -0.3% | 0.5% | 10.8% | 19.5
COc1cccc(NC(=O)C2C3C=CC(O3)C2C(=O)NCc2cccnc2)c1 (configuration not stated) | 9.2% | 2.5% | -18.4% | -0.4 | 2.9 | -3.2% | -12.9% | u | 13.6
O=C(COc1ccc(S(=O)(=O)N2CCc3ccccc32)cc1Cl)NCc1ccccn1 | -16.6% | -0.1% | -27.8% | -0.8 | u | -4.2% | 9.9% | -19.2% | 6.8
CCN=C1S/C(=C\c2sccc2C)C(=O)N1CC | 13µM* | u | 17.6% | -3.6 | -11.9 | 2.3% | u | 4.6% | -10.5
Cc1ccccc1C(=O)OCC(=O)Nc1cccc(S(=O)(=O)NC2=NCCC2)c1 | 8.7% | 12.2% | 8.1% | 1.0 | -5.4 | -1.2% | 11.0% | 1.5% | -12.2
CC1(c2ccccc2)NC(=O)N(NC(=O)CSc2n[nH]c(N)n2)C1=O (configuration not stated) | -4.5% | 5.2% | 1.5% | -4.0 | 0.0 | -1.1% | 3.7% | -0.1% | -7.1
CC(=O)Nc1ccc(NC(=O)COc2ccccc2C(=O)Nc2cccc(Cl)c2Cl)cc1 | u | 22.5% | -2.3% | 1.4 | -0.4 | -0.9% | -2.9% | -8.3% | 0.0
CC(Oc1ccccc1)C(=O)N=C1SC2CS(=O)(=O)CC2N1c1cccc(F)c1 (configuration not stated) | -1.9% | 6.5% | -9.2% | 8.6 | 2.9 | -3.4% | -3.0% | 6.1% | -3.9
SMILES | KB-V1 MDR tox | KB-3-1 tox | HT1080-NT tox | DRD3 agonist | D3 antag | SW480 rerep | GLP-1R agonist | HT1080 IDH1KD tx | IL1B secr inh
O=C(OCc1nnc(-c2ccccc2)o1)c1cccnc1Cl | 0.4% | -21.3% | 13.7% | 4.4 | 14.2 | -151.0%[inhibitor] | 13.7% | 10.9% | 1.3
CCN(c1ccccc1)S(=O)(=O)c1ccc(N2CCN(c3ccccc3O)CC2)nc1 | u | -7.3% | -12.7% | 1.3 | -3.9 | 3.6% | -1.3% | -5.1% | 37.5
O=C(NCc1ccco1)/C(=C/c1ccco1)NC(=O)c1ccccc1 | 5.2% | 12.4% | 17.9% | 15.3 | 10.8 | -7.6% | 7.9% | 15.4% | -0.1
NC(=O)C1CCN(C(=O)CN2CCCc3ccccc32)CC1 | 10.0% | 1.7% | -0.4% | 7.4 | -7.8 | -2.5% | 0.6% | -0.1% | 20.8
Cc1cccc2sc(N(CCN(C)C)C(=O)/C=C/c3cccs3)nc12 | 18.4µM* | u | u | -21.5 | u | u | 2.6% | u | -93.3*
Cc1nnc(SCC(=O)Nc2nccs2)[nH]c1=O | 9.3% | 11.2% | 15.2% | 5.6 | 5.4 | -7.2% | -2.0% | 20.0% | 35.7
CNC(=O)CSc1nc2c(c(=O)n(C)c(=O)n2C)n1Cc1ccc(C)cc1 | -25.6% | 3.7% | 8.2% | 12.5 | 0.0 | 12.6% | -9.3% | 3.7% | 12.4
Cc1ccc(-c2noc(-c3ccccc3C(=O)NCC3CCCO3)n2)cc1 (configuration not stated) | 4.7% | -3.3% | -9.9% | 3.8 | 5.0 | 0.6% | 0.4% | -10.4% | 20.3
O=C(N/N=C\c1cccnc1)c1cc(-c2ccccc2)nc2c(Cl)cccc12 | -21.3% | u | u | -7.1 | 36.0 | u | 3.3% | 9.2µM* | u
Cn1nnc2cc(NC(=O)N3CCN(c4ccccn4)CC3)ccc21 | 0.6% | -6.7% | 8.1% | -5.0 | -9.7 | -3.2% | -9.0% | 5.6% | -11.5
COc1cc(/C=N/NC(=O)c2ccncc2)ccc1OC(=O)c1ccco1 | u | 13.4% | -3.5% | 1.8 | 0.2 | -23.7% | 10.3% | 13.4% | 24.7
O=C(CSc1ccc(-c2cccc([N+](=O)[O-])c2)nn1)N1CCCCCC1 | u | 9.1% | -2.9% | -2.6 | 11.4 | -4.3% | 12.1% | 5.6% | -53.8*
Cc1ccccc1CN1C(=O)CSCC1(C)C(=O)Nc1c(C)cccc1C (configuration not stated) | -18.0% | -3.9% | 9.7% | -0.2 | 4.3 | x | x | 13.5% | -3.3
O=C(NCc1cccs1)c1cccnc1SCCS(=O)(=O)c1ccc(C(F)(F)F)cn1 | -8.3% | 2.0% | -20.1% | 1.1 | 17.9 | u | 13.2% | -17.7% | u
CCOc1ccc(C(=O)N2CCN(S(=O)(=O)c3cccs3)CC2)c(OCC)c1 | 1.4% | -8.3% | 9.0% | -1.2 | 3.9 | -6.6% | 9.2% | -2.0% | 8.5
COC(=O)C1CCN(C(=O)C2CCC(=O)N(CCc3cccc(F)c3)C2)CC1 (configuration not stated) | 14.0% | -0.4% | 28.5% | 6.5 | 7.0 | u | 3.9% | 14.5% | 10.0
CC(/C=C/C1(O)C(C)CC(=O)CC1(C)C)OC1OC(CO)C(O)C(O)C1O (configuration not stated) | 27.7% | 0.0% | 4.2% | 4.3 | 1.7 | -6.5% | -8.6% | 6.9% | 1.7
COc1cc(OC)cc(C(=O)N2CC(=O)Nc3ccccc32)c1 | 2.31µM* | u | u | 3.0 | -13.2 | 3.26µM* | -0.6% | u | 37.1
CNC(=O)/C(C#N)=C/c1cn(CC(=O)OC)c2ccccc12 | -7.7% | 0.7% | 9.3% | -12.4 | -11.5 | -47.1%[inhibitor] | 7.2% | 11.3% | x
NC(=O)c1ccc(NC(=O)c2cccc(Oc3ccccc3)c2)cc1 | 3.3% | 0.1% | -5.5% | 4.2 | 3.9 | -6.9% | 1.7% | u | 3.6

Entries of single compounds, looked up by structure:
Entry for O=C(NCc1ccco1)/C(=C/c1ccco1)NC(=O)c1ccccc1 → KB-V1 MDR tox: 5.2%; KB-3-1 tox: 12.4%; HT1080-NT tox: 17.9%; DRD3 agonist: 15.3; D3 antag: 10.8; SW480 rerep: -7.6%; GLP-1R agonist: 7.9%; HT1080 IDH1KD tx: 15.4%; IL1B secr inh: -0.1
Entry for O=C(CSc1ccc(-c2cccc([N+](=O)[O-])c2)nn1)N1CCCCCC1 → KB-V1 MDR tox: u; KB-3-1 tox: 9.1%; HT1080-NT tox: -2.9%; DRD3 agonist: -2.6; D3 antag: 11.4; SW480 rerep: -4.3%; GLP-1R agonist: 12.1%; HT1080 IDH1KD tx: 5.6%; IL1B secr inh: -53.8*
